COUP-TFII inh: NR2F2 (human) inhibition, primary screen | P24468 | HEK293T NGFI-A luciferase reporter, luminescence | inhibition, % at 8.6 µM | actives 0.7% (n = 370,000);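 active = inhibition above a per-plate cutoff, mean inhibition of test wells between control levels plus 3 SD, cut at about 38% in these data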;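 note: cells cotransfected with COUP-TFII expression vector driving the NGFI-A reporter; 0% = median of COUP-TF2 test wells and 100% = reporter-only cells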
Target sequence (P24468 whole entry, looked up): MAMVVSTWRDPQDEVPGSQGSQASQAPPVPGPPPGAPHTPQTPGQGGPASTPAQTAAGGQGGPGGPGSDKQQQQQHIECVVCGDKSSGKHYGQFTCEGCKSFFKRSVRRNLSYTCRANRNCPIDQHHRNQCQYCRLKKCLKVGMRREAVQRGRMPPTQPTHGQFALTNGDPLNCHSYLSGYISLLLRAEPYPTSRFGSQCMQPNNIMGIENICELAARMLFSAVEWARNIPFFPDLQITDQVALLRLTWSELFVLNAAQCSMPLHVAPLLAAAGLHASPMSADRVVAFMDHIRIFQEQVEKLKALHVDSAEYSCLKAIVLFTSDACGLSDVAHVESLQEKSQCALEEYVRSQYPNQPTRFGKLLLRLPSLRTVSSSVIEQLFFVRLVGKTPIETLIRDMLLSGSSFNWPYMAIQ
LMP1 NFkB inh: reduces LMP1-driven NF-kappaB luciferase signal; actives 0.69% (n = 350,000); inhibition, % at 12.5 µM; LMP1-induced NF-kappaB luciferase reporter cells, luminescence; in the data active = inhibition above about 41%;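 note: 0% = neutral control wells and 100% = reference inhibitor control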
Shn3 inh set2: inhibitors of Schnurri-3 3'UTR reporter in osteoblasts. Clone20 osteoblast Shn3 3'UTR firefly luciferase, 24 h. inhibition, % at 12.5 µM. actives 0.52% (n = 360,000). AID 588674;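 active = mean inhibition of at least 75% with every replicate also reaching 75%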;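 note: 0% = median of neutral control wells and 100% = pilot-screen positive control compound; some compounds past the cut are filed as inactive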
SRC3 inh: inhibits human SRC3 coactivator; Q9Y6Q9; HEK293 GAL4-SRC3 luciferase reporter, luminescence; inhibition, % at 3.6 µM; actives 0.17% (n = 360,000); AID 588352;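 active = inhibition above a per-campaign cutoff, the mean of all compounds plus 3 SD, cut at about 60% in these data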;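 note: 0% = DMSO-treated cells and 100% = gossypol-treated cells at 36 µM; higher means less SRC3-driven luciferase light from the GAL4 reporter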
TROY NFkB inh: blocks TROY-dependent signaling in reporter cells; Q293 LMP1-TROYcd NF-kB luciferase reporter, 4 h; inhibition, % at 10 µM; actives 0.98% (n = 360,000);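 active = compounds whose plate-normalised and pattern-corrected inhibition of the luciferase reporter signal at the single screening dose is 50% or more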
C8 TRAIL sens: caspase-8 TRAIL sensitization; AID 624354; NB7+C8 cells + TRAIL, ATPlite viability luminescence; inhibition (viability loss, TRAIL sensitization), % at 10 µM; actives 1% (n = 360,000);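 active = compounds causing at least 50% loss of cell viability in the single-dose screen, relative to plate controls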
TWEAK Fn14 block: blocks TWEAK-Fn14 interaction in a reporter cell assay | actives 2% (n = 360,000) | inhibition, % at 10 µM | TWEAK-stimulated Fn14 reporter cells, luciferase luminescence, 8 h; in the data active = inhibition above about 50%
KKLEB tox: counter-screen for CF NF-kB inhibitors: cytotoxicity | AID 602141 | KKLEB CF airway cells viability, ATPlite luminescence, overnight; active compounds read low; cells stimulated with P. aeruginosa culture filtrate | actives 0.36% (n = 360,000) | activity change (cytotoxicity), % at 5 µM;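 active = corrected activity change at or below -50% at 5 µM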
CF NFkB block: blocks PAF-induced NF-kB reporter in cystic fibrosis cells; KKLEB NF-kB-GFP reporter, GFP fluorescence overnight; inhibition, % at 5 µM; actives 0.86% (n = 360,000);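 active = at least 50% inhibition at 5 µM, scaled per plate between neutral and stimulator controls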;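 note: PAF is a Pseudomonas aeruginosa culture filtrate used as stimulus; plate controls were PAF-stimulated DMSO wells for no effect and unstimulated DMSO wells for full effect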
NR5A2 inv ag: suppresses constitutive activity of human LRH-1. O00482. HEK293T StAR-luciferase reporter, LRH-1 transfected, 24 h. inhibition, % at 3.6 µM. actives 0.13% (n = 360,000). AID 602396;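 active = inhibition above the mean inhibition of all tested compounds plus 3 SD, cut at about 73% in these data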;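 note: 0% = DMSO wells and 100% = reporter-only cells lacking LRH-1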
Target sequence (O00482 whole entry, looked up): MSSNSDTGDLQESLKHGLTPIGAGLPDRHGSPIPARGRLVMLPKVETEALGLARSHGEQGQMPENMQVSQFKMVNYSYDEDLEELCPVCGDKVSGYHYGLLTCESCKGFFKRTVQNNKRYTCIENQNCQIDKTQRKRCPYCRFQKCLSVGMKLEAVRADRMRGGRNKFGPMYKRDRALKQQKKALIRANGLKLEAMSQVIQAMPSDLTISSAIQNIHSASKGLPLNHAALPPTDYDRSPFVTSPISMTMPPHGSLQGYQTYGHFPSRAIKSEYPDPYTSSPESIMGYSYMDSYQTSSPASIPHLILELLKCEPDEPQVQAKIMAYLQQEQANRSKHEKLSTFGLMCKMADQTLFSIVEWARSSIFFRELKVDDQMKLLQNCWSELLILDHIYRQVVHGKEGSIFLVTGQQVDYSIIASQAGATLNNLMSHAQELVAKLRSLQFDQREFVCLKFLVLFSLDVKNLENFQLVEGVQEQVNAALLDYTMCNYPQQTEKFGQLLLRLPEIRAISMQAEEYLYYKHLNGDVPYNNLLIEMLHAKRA
SRC1 inh: inhibits human SRC1 coactivator; Q15788; HEK293 GAL4-SRC1 luciferase reporter, luminescence; inhibition, % at 3.6 µM; actives 0.12% (n = 360,000); AID 588354;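 active = inhibition above the campaign mean plus 3 SD, with each screening campaign given its own cutoff, cut at about 60% in these data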;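 note: 0% = DMSO treated cells and 100% = gossypol at 36 µM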
* = called active by the depositor; . = no result given.

structure,COUP-TFII inh,LMP1 NFkB inh,Shn3 inh set2,SRC3 inh,TROY NFkB inh,C8 TRAIL sens,TWEAK Fn14 block,KKLEB tox,CF NFkB block,NR5A2 inv ag,SRC1 inh
CC(C)(C)c1ccc(C(=O)NCCC(=O)N2CCCC2)cc1,-25.2,-25.8,-99.9,-112.4,-55.9,-10.0,15.7,-1.5,1.7,-84.0,-91.7
CCC1(C(N)=O)CC2C=CC1C2 (stereo not drawn),1.3,0.5,-4.8,2.3,-13.5,-7.7,27.7,8.6,-9.4,0.4,-2.7
O=C(C=CC(=O)OC1CCCCC1)OC1CCCCC1,16.8,2.1,5.0,-13.7,-45.0,-1.0,6.8,-2.1,-8.9,5.4,2.1
O=C(CN1CCCCCC1)NN(Cc1ccccc1)c1ccccc1,8.3,-2.2,3.0,14.0,8.0,5.3,7.2,0.1,-1.6,-0.3,13.2
Cc1ccc(S(=O)(=O)NCC(=O)OCC(=O)NCc2ccc(F)cc2)cc1,-18.6,-4.6,-39.7,12.2,3.1,-11.1,-12.8,7.8,-2.8,14.0,10.3
CN(C)/C=C(/C(=O)c1ccc(Cl)cc1)S(=O)(=O)c1ccc(Cl)cc1,22.7,-2.4,-9.7,13.5,-2.7,-13.8,-0.6,0.4,-5.8,9.1,-1.2
COc1ccc2nc3n(c(=O)c2c1)-c1ncccc1C(=O)NC3Cc1ccccc1 (stereo not drawn),-12.7,-4.0,2.8,-2.9,-8.7,-15.1,-2.4,12.5,0.4,16.2,7.5
CC(=O)Nc1ccc(NC(=O)c2ccnn2C)cc1,2.2,7.7,5.8,13.3,-26.9,-0.4,-5.9,5.6,-2.1,-15.3,-37.3
CCc1ccc2[nH]c3nc(SCc4nnc(-c5ccccc5)o4)nnc3c2c1,-14.3,-20.5,-3.4,9.0,-13.3,10.3,-23.1,-10.5,19.6,17.7,-32.6
CCNc1nc(NCC)nc(Oc2ccc(OCC)nn2)n1,-33.3,7.3,1.4,5.5,-6.8,-6.6,-24.8,6.2,-8.8,5.2,-0.7
Cc1cc(NC(=O)CCC(=O)N(c2cccc(F)c2)C(C(=O)NC2CCCC2)c2ccncc2)no1 (stereo not drawn),-6.3,-3.3,7.0,17.1,10.8,-2.5,-9.2,7.8,-9.6,-3.1,11.8
CC(=O)NC(=Cc1ccccc1)C(=O)N1CCCC1C(=O)O (stereo not drawn),-3.0,3.6,-12.8,-8.5,-12.7,2.5,9.5,9.3,-17.6,11.2,10.3
CO/N=C/Cc1c([N+](=O)[O-])c(C)nn1C,14.9,-2.1,3.4,-1.2,-0.4,23.6,-32.3,0.7,3.9,-3.6,-2.6
Brc1nc(Br)n(Cc2ccccc2)n1,15.7,3.9,16.5,-1.4,10.5,-4.4,19.7,4.5,1.5,-2.6,1.8
COc1ccccc1C1(O)CCN(CC(=O)Nc2c(C)nn(C)c2C)CC1,-5.6,3.9,0.0,5.5,4.0,-10.2,11.1,-10.3,-7.8,-6.4,-1.6
CCOC(=O)N1CCC(c2cc(=O)n3[nH]cc(C(=O)OC)c3n2)CC1,5.0,-3.2,-3.2,13.6,-1.9,1.0,13.4,6.2,-16.2,-1.7,9.0
COc1ccc(Cc2c(-c3ccc(F)cc3)nc3ccc(Cl)cn23)c(C)c1,-1.4,.,-77.7,-20.8,-35.4,-6.8,-12.4,-3.6,7.3,-42.4,-46.7
COc1ccccc1C(=O)COC(=O)Cn1[nH]c(=O)c2ccccc2c1=O,-2.6,3.9,-4.2,-0.9,-4.1,5.6,-23.0,-3.4,13.4,-2.1,-8.4
O=C(COC(=O)c1cc([N+](=O)[O-])ccc1NCCO)c1ccc(Cl)cc1,-11.2,7.3,6.8,-30.1,-1.2,-11.8,-27.5,-3.7,10.7,1.9,-24.5
COc1ccc(CNC(=O)CCCCCNc2nc(=S)[nH]c3ccccc23)cc1,5.9,-38.9,16.3,8.7,27.2,-3.6,17.9,-1.9,17.8,-0.8,21.5
CN(Cc1nc(-c2ccc(Cl)cc2)no1)C(=O)c1ccc2c(c1)OCO2,.,5.6,-12.0,16.3,17.1,7.8,-30.0,5.1,-10.1,-8.5,-16.1
OCCCc1cn(Cc2ccccc2)c2ccccc12,3.2,-18.6,2.6,-17.1,16.6,-16.2,-0.3,1.6,26.7,5.1,7.9
CCc1ccc(C(=O)NNC(=O)C2CC(=O)N(Cc3ccccc3)C2)cc1 (stereo not drawn),-7.0,-2.0,-20.5,-2.5,-6.1,8.2,-7.4,-9.5,-2.2,21.3,-10.7
CSCCC(NS(=O)(=O)/C=C/c1ccccc1)C(=O)O (stereo not drawn),-7.6,-2.1,-5.9,4.1,-8.9,14.5,4.0,-2.2,0.4,4.6,4.3
NC(=Nc1ccccc1)Nc1ccccc1,-11.1,-27.5,-19.4,-7.9,-10.8,0.9,-26.7,5.0,-10.3,2.2,-9.4
CC1=CC(C)[C@H](/C=N/n2c(=O)[nH]c3c([nH]c4ccc(C)cc43)c2=O)C(C)C1 (stereo partly drawn),-25.6,-16.2,17.1,10.3,-12.2,30.9,8.3,6.9,13.2,-3.3,12.3
CC(C)C[C@@H](CN1CCCC1CN1C(=S)NC[C@@H]1Cc1ccccc1)N1C[C@H](Cc2ccccc2)N(CCc2ccccc2)C1=S (stereo partly drawn),26.8,.,.,.,1.8,-15.0,-9.7,.,.,7.5,.
CNc1nc(N)c([N+](=O)[O-])c(Nc2cccc(Cl)c2)n1,-22.0,.,6.8,-16.4,9.7,11.0,11.1,-29.3,37.1,5.1,17.7
Cc1nc(CNS(=O)(=O)c2cccc(F)c2)cs1,-3.6,3.1,19.1,13.2,-12.1,0.2,4.7,-6.4,-28.6,15.1,17.0
C=CCNC(=S)N1CCC(C(=O)c2ccc(C)cc2)CC1,21.9,-7.0,-4.2,2.4,33.8,5.7,10.4,4.5,11.4,0.5,3.1
Cc1ccccc1S(=O)Cc1ccc(C(=O)N2CCN(C3CCCCC3)CC2)o1 (stereo not drawn),-3.4,-16.8,74.2,-7.6,-1.8,-10.2,-16.4,4.5,-5.2,-79.3,-8.2
Cc1c(NS(=O)(=O)c2cccs2)cccc1-c1nc2cccnc2s1,13.2,-3.7,3.2,-14.2,-4.3,-27.8,-3.0,-9.2,30.7,-29.5,-39.3
CCN1C(=O)[C@H]2[C@@H](c3ccc(OC)cc3)N[C@]3(CCCN(Cc4ccc(F)cc4)C3=O)[C@H]2C1=O,2.1,5.9,6.8,8.7,7.7,-6.1,2.4,2.1,-3.8,-0.7,-13.5
Cc1ccc(/C=C2\SC(=S)N(CCC(=O)Nc3cccnc3)C2=O)cc1,-16.1,4.0,2.8,-15.0,-39.2,9.7,-28.1,-1.1,-19.2,1.5,-8.0
Cc1ccc(O)c(C(=O)c2cc(C#N)c(=O)n(CC3CCCO3)c2)c1 (stereo not drawn),3.7,0.4,2.8,-11.3,.,4.5,3.5,1.8,-0.4,2.5,-4.4
O=C(Nc1cccnc1)C1(c2ccc(Cl)cc2)CCCC1,-8.1,-0.3,0.1,24.5,2.4,-0.8,1.6,2.6,-19.1,-2.7,-16.4
CCC(=O)Nc1c(C(=O)N2CCCCCC2)cnn1-c1ccc(C)c(C)c1,-3.8,4.5,-7.8,-11.9,-8.0,8.5,17.9,-5.4,21.3,-15.2,-37.7
COc1ccc(N(CC(=O)N2CCOCC2)S(C)(=O)=O)cc1OC,-1.8,7.0,7.0,5.4,-0.7,13.7,11.2,7.4,-4.2,9.6,10.2
COC(=O)c1ccc(C(=O)N2CCCC(N3CCN(c4ccccc4)CC3)C2)nc1 (stereo not drawn),9.0,-9.1,-2.4,-9.4,7.0,-19.6,16.4,2.8,-12.4,10.8,-10.5
O=C(/C=C/c1ccco1)NCCCN1CCN(CCCNC(=O)/C=C/c2ccco2)CC1,-0.2,3.6,6.9,1.8,-6.8,-3.0,-19.3,-2.3,-5.1,2.8,-19.7
O=C(Nc1nccs1)c1cccc(NC(=O)C(F)(F)F)c1,16.7,-1.3,-42.6,-10.7,-42.3,14.3,-12.9,-5.6,-0.5,-52.1,-10.1
O=[N+]([O-])c1ccc(NC(=S)N2CCN(c3ccccc3)CC2)cc1,-4.1,-4.8,7.1,-5.2,7.8,8.3,55.9*,-3.6,15.9,11.0,4.9
Clc1ccc(C(c2ccccc2)N2CCNCC2)cc1 (stereo not drawn),3.6,-4.4,-19.4,12.7,-9.2,25.8,11.9,-10.8,2.9,14.9,7.9
C=CCn1c(N2C(=O)CC(Cc3ccccc3)C2=O)nc2ccccc21 (stereo not drawn),-5.2,4.9,-6.9,8.8,4.6,18.0,2.8,-12.8,-8.0,-17.4,-26.8
CC1CCN(C(=O)CSc2nnc(-c3cccs3)o2)CC1,-18.0,-3.7,-16.5,-17.8,-21.0,-6.7,-30.0,-9.1,12.9,-26.6,-18.5
C/C(=N/NS(=O)(=O)c1ccc(C(C)(C)C)cc1)c1ccc2c(c1)OCO2,-1.0,-0.7,16.5,8.2,7.9,-5.1,-4.2,2.2,20.5,25.5,-1.3
COc1cccc(-c2nc(-c3ccccc3)no2)c1,-63.6,-44.8,-69.7,-131.9,-23.7,17.6,48.8,-1.7,-8.9,-84.2,-117.5
O=C(Cc1ccc(Br)cc1)NCCN1CCOCC1,-6.3,3.0,-4.4,1.9,6.0,-0.9,10.2,10.5,-9.0,8.9,-5.7
CSc1nc(C)c(Cl)c(C)c1C#N,30.3,-1.6,13.8,10.8,-2.5,0.9,2.3,2.8,-1.6,11.9,-13.3
CN(CCOc1ccccc1)C(=O)CCc1nc2sc3c(c2c(=O)[nH]1)CCCC3,-1.7,4.8,-29.9,-14.0,3.0,11.1,-13.6,-1.8,-2.7,-20.0,-7.1
Cc1ccnc(SCc2cn3c(C)cccc3n2)n1,-11.3,-4.1,2.7,-2.5,2.5,-6.4,2.5,4.0,-3.7,-15.1,-0.9
CCc1cc(=O)[nH]c(SCC(=O)N2CCOCC2)n1,-5.4,-3.9,-13.7,14.4,3.2,-20.1,-8.8,-3.4,8.1,-6.4,2.0
O=C(NCc1cccnc1)NC1(C(F)(F)F)Oc2ccc(Cl)cc2O1 (stereo not drawn),.,17.9,57.7,-24.2,-90.7,27.7,-54.2,-4.1,9.0,12.9,-12.1
CN(C(=S)NC(=O)C1(C)CC1(Cl)Cl)c1ccccc1 (stereo not drawn),-5.8,-8.0,-4.0,0.4,-2.5,-8.0,-7.6,12.4,-6.8,2.8,9.4

Reformatted with each value named: 2 of the compounds above.
CN(C(=S)NC(=O)C1(C)CC1(Cl)Cl)c1ccccc1 (stereo not drawn)
  COUP-TFII inh: -5.8
  LMP1 NFkB inh: -8.0
  Shn3 inh set2: -4.0
  SRC3 inh: 0.4
  TROY NFkB inh: -2.5
  C8 TRAIL sens: -8.0
  TWEAK Fn14 block: -7.6
  KKLEB tox: 12.4
  CF NFkB block: -6.8
  NR5A2 inv ag: 2.8
  SRC1 inh: 9.4
CSc1nc(C)c(Cl)c(C)c1C#N
  COUP-TFII inh: 30.3
  LMP1 NFkB inh: -1.6
  Shn3 inh set2: 13.8
  SRC3 inh: 10.8
  TROY NFkB inh: -2.5
  C8 TRAIL sens: 0.9
  TWEAK Fn14 block: 2.3
  KKLEB tox: 2.8
  CF NFkB block: -1.6
  NR5A2 inv ag: 11.9
  SRC1 inh: -13.3

A portion of the library; rates above refer to the full screens.
